# Bioassay records: PubChem BioAssay, National Center for Advancing Translational Sciences (NCATS)
# L3MBTL1 block: inhibitors of human L3MBTL1. Q9Y468. AlphaScreen L3MBTL1–H3K9me1 peptide binding. Potency, µM (highest dose often 57.1 µM), for inactives: at the highest dose activity, negative = inhibition, usual class: inhibitors. actives 0.66% (n = 230,000). AID 485360; active = well fitted inhibition curve with a large enough effect; inconclusive = small, poorly fitted or top-dose-only effect; inactive = no such curve, though single readings can be large or run the other way; also: nearly all actives have a fitted effect of over 60% in size
# Target sequence (Q9Y468 whole entry, looked up): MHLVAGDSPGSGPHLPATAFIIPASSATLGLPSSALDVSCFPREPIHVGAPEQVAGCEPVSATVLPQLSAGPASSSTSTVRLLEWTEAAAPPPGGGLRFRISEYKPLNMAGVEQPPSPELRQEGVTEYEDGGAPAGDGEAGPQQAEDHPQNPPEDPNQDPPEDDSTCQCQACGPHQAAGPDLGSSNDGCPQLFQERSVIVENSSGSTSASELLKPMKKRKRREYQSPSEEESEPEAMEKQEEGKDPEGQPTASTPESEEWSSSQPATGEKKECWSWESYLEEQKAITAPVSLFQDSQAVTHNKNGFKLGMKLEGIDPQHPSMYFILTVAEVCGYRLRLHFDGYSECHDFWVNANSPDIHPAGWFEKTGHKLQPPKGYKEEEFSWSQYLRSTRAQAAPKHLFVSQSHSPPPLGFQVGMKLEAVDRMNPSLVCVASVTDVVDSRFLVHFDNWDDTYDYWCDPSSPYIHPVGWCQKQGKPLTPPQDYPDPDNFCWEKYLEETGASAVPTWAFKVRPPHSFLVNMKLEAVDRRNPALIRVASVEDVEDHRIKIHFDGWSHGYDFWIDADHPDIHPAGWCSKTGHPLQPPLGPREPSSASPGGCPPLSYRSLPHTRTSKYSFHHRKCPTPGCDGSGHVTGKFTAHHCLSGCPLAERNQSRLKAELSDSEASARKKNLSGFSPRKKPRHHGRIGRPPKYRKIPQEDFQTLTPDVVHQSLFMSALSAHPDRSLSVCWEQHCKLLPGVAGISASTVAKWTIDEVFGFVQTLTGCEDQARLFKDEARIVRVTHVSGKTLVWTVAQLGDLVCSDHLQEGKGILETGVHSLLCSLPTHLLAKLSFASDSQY
#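 L3MBTL1 50 nM + b-AHA-H3(1-15)K9me1 75 nM, 30 min RT; compound added, 30 min RT; streptavidin donor/Ni-chelate acceptor beads 10 ug/mL each final, 30 min RT dark; AlphaScreen read.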
# * = called active by the depositor; ? = inconclusive; [ ] = another dose, or the depositor's remark. % is scaled to controls: 0 for no effect and ±100 for the full control effect; potency is read from the fitted curve at half-maximal effect. Not all compounds are listed, so the mix of outcomes need not match the whole.
structure | L3MBTL1 block
CCN(CC)S(=O)(=O)c1ccc2[nH]c(=O)cc(C(=O)NCC3CCCO3)c2c1 (configuration not stated) | 2.0%
CC(C)CC(=O)Nc1ccc(C(=O)CN2C(=O)NC3(CCOc4ccccc43)C2=O)cc1 (configuration not stated) | -5.1%
CS(=O)(=O)Cc1ccc(C(=O)NNC(=O)c2cc(-c3ccccc3)n[nH]2)cc1 | 4.6%
CC(Sc1nnc(COc2ccc(Cl)cc2)n1Cc1ccco1)C(=O)N1CCNC1=O (configuration not stated) | 0.7%
O=C(CSc1nc2ccccc2c(=O)n1-c1ccccc1F)NC1CCS(=O)(=O)C1 (configuration not stated) | 6.5%
CC12CC3CC(C)(C1)CC(C(=O)NCc1ccncc1)(C3)C2 | 7.5%
COc1ccc(NC(=O)c2ccccc2N(Cc2ccccc2)S(C)(=O)=O)c(OC)c1 | -7.3%
COc1cc2c(cc1OC)C(c1cccc(Cl)c1Cl)CC(=O)N2 (configuration not stated) | -2.0%
O=C(NCc1ccccc1Cl)[C@@H]1CCCN1S(=O)(=O)c1ccc(Cl)cc1 | -15.2%
Cc1ccc(S(=O)(=O)N2CCN(CC(=O)N3CCCC3)CC2)c(C)c1 | 6.1%
C=CC[C@@H](CC(=O)NCCO)C(=O)N[C@H](C)COC(=O)[C@@H](CC=C)Cc1ccc(F)cc1 | 2.4%
COc1ccc(C2C3=C(CC(C)(C)CC3=O)N(CC(=O)O)C3=C2C(=O)CC(C)(C)C3)cc1OC | 1.2%
O=C(NC1CCCCCCC1)c1ccc(Br)o1 | 10.9%
O=C1C2CCCCN2C(=O)N1CCCN1CCN(c2ccc(F)cc2)CC1 (configuration not stated) | -0.1%[2.29 µM]
CC(C)NC(=O)N(C)C[C@H]1Oc2c(NC(=O)Cc3ccccc3)cccc2C(=O)N([C@H](C)CO)C[C@@H]1C | 3.7%
Cc1nnc(NC(=O)c2ccc(S(=O)(=O)N(C)c3ccccc3)cc2)s1 | -4.5%
COc1ccc(C(=O)NC2CCN(S(=O)(=O)c3ccc(F)cc3)CC2)cc1 | -0.5%
O=C(Nc1ccc(C(=O)O)cc1)Nc1ccc([N+](=O)[O-])cc1 | 2.5%
CC(CC(=O)Nc1nccs1)c1ccccc1 (configuration not stated) | -3.0%
O=C(Nc1ccc(OC(F)(F)F)cc1)C1CCCCN1S(=O)(=O)c1ccccc1 (configuration not stated) | 15.8%
Cc1cc(C)n2nc(C(=O)OCC(=O)N(C)C3CCCCC3)nc2n1 | -1.5%
Cn1c(N)c(C(=O)COC(=O)/C=C/c2ccc(Cl)c(Cl)c2)c(=O)n(C)c1=O | 1.0%
COc1cccc(N2CC(C(=O)N3CCC4(CC3)CC(=O)c3ccccc3O4)CC2=O)c1 (configuration not stated) | -3.7%
CCOc1ccc(N2C(=O)CC(N3CCN(c4ccc(Cl)cc4)CC3)C2=O)cc1 (configuration not stated) | -1.3%
N#Cc1ccccc1COC(=O)c1ccc2c(c1)OCCO2 | 19.8%
Cn1nc(C(=O)N2CCN(c3ccccn3)CC2)c2ccccc2c1=O | 2.8%
CCCc1cc(=O)[nH]c(SCC(=O)NC2CC2)n1 | 6.4%
CN(Cc1ccc(C(C)(C)C)cc1)C(=O)c1ccc2c(=O)n3c(nc2c1)CCC3 | -0.8%
COc1ccccc1N1CC(C(=O)Nc2ccc(S(=O)(=O)N3CCCC3)cc2)CC1=O (configuration not stated) | 4.8%
NC(=O)c1ccnc2c(O)cccc12 | 14.1µM*
CC(=O)c1cccc(S(=O)(=O)N2CCn3cccc3C2C)c1 (configuration not stated) | ?
O=c1c2c([nH]c3ccccc13)CCC2 | -5.1%
Cc1ccc(CNC(=O)CNC(=O)c2ccc(C(C)(C)C)cc2)n1C | -1.4%
COc1ccc(C)cc1NC(=O)CSc1nnc2ccc(-c3cccnc3)nn12 | -4.2%
CCOc1cc(NCc2ccccc2)c2ncn(C(C)C)c2c1 | ?
C[C@]12c3[nH]c4ccc(Cl)cc4c3CCN1C(=O)[C@@H](CC(=O)NCc1cccc(C(F)(F)F)c1)C[C@@H]2C(=O)N1CCCCC1 | -11.1%
COc1ccc(CNC(=O)CSc2nc3ccc(OC)cc3[nH]2)cc1 | -1.7%
COc1ccccc1NC(=O)Nc1nc(CC(=O)NCc2c(F)cccc2F)cs1 | 1.3%
COc1ccc(CNc2ccc(S(=O)(=O)N3CCN(C)CC3)cn2)cc1OC | 0.4%
CC(=O)c1ccc(NC(=O)Cc2cccs2)cc1 | -25.7%
Cc1ccc(NC(=O)c2nc[nH]c2C(=O)N2CCc3ccccc3C2)cc1 | -0.5%
Cc1ccccc1NC(=O)c1ccc2ccccc2c1 | -2.5%
CC[C@@]1(C(=O)OC)N[C@H](CN(C)C(=O)Nc2ccc(Cl)cc2)[C@@H]2C(=O)N(C)C(=O)[C@@H]21 | 7.2%
O=C(Nc1ccc2ccccc2c1)c1ccc(Cl)cc1 | 6.6%
CN(C)C(=O)CCc1ccc2c3c([nH]c2c1)[C@]1(CCC2CCCC2)[C@@H](C(=O)N2CCOCC2)C[C@H](CC(=O)NCCCn2ccnc2)C(=O)N1CC3 | -4.2%
CC(C)[C@H](NC(=O)c1cccc(S(=O)(=O)N2CCOCC2)c1)C(=O)NCc1ccc(F)cc1 | -3.0%
CCOC(=O)C1=C(C)NC(C)=C(C(=O)OCC)C1C(=O)OCC(=O)NCCc1ccc(S(N)(=O)=O)cc1 | 0.1%
COc1ccc(S(=O)(=O)N(C)C[C@H]2Oc3c(NS(=O)(=O)c4cn(C)cn4)cccc3C(=O)N([C@H](C)CO)C[C@@H]2C)cc1 | 4.2%
O=C1NC[C@H](c2ccccc2)OC(=O)[C@@H](Cc2ccc(F)cc2)CC/C=C/C[C@H]1CC(=O)N(CCO)Cc1ccccc1 | -6.9%
CCCCn1c(N)c(N(CCC(C)C)C(=O)C2CCCO2)c(=O)[nH]c1=O (configuration not stated) | 0.9%

# Overlap with the part before: three compounds, then new ones.
structure | L3MBTL1 block
COc1ccc(S(=O)(=O)N(C)C[C@H]2Oc3c(NS(=O)(=O)c4cn(C)cn4)cccc3C(=O)N([C@H](C)CO)C[C@@H]2C)cc1 | 4.2%
O=C1NC[C@H](c2ccccc2)OC(=O)[C@@H](Cc2ccc(F)cc2)CC/C=C/C[C@H]1CC(=O)N(CCO)Cc1ccccc1 | -6.9%
CCCCn1c(N)c(N(CCC(C)C)C(=O)C2CCCO2)c(=O)[nH]c1=O (configuration not stated) | 0.9%
O=C(CSC1=NS(=O)(=O)c2cc(Cl)ccc2N1)NCc1ccc(F)cc1 | 2.4%
Cc1ccc(S(=O)(=O)NCCCNS(=O)(=O)c2ccccc2)cc1 | -0.8%
O=C(c1cc(C2CC2)nn1-c1ccccc1)N1CCN(Cc2ccc(Cl)cc2)CC1 | -5.7%
CCc1ccc(NC(=O)C(C)OC(=O)C2CCN(c3ccc(C(F)(F)F)cn3)CC2)cc1 (configuration not stated) | 6.1%
O=C(O)c1cc(NC(=O)c2ccc(Br)cc2)cc(NC(=O)c2ccc(Br)cc2)c1 | -4.0%
Cc1ccc(S(=O)(=O)N2CCN(Cc3cc4c(cc3Br)OCCO4)CC2)cc1 | 3.8%
COc1ccc(NC(=O)c2ccc(NC(=O)COC(=O)c3cnc(C)cn3)cc2)cc1 | -0.6%
CCOc1ccc(C)cc1S(=O)(=O)n1cnc2ccccc21 | -7.5%
CC(=O)N/C(=N\c1nc(C)cc(C)n1)Nc1ccc2ccccc2c1 | -1.4%
O=C(COn1nnc2ccc(S(=O)(=O)N3CCOCC3)cc21)NCCc1ccccc1 | -4.5%

# 3 of the compounds above, with the structure last:
L3MBTL1 block | SMILES
-0.6% | COc1ccc(NC(=O)c2ccc(NC(=O)COC(=O)c3cnc(C)cn3)cc2)cc1
-7.5% | CCOc1ccc(C)cc1S(=O)(=O)n1cnc2ccccc21
-1.4% | CC(=O)N/C(=N\c1nc(C)cc(C)n1)Nc1ccc2ccccc2c1

# The list continues.
structure | L3MBTL1 block
O=C(CN1C(=O)c2ccccc2S1(=O)=O)Nc1cccc(S(=O)(=O)N2CCCCC2)c1 | 21.7%
COc1ccc(-c2c(-c3ccccc3)n(C)c3ccccc23)cc1 | -13.0%
CN1CCN(CCCCOc2ccc(Br)cc2)CC1 | -5.0%
O=C(CSc1n[nH]c(=O)n1C1CC1)c1c[nH]c2ccccc12 | -0.7%
CCc1ccc([C@@H]2CC=C(C(=O)O)[C@H](c3ccc(C)cc3)N2S(=O)(=O)c2ccc(C)cc2)cc1 | 0.1%
Cc1ccc2c(c1)[C@@H]1[C@H](CO2)[C@H](c2ccccc2)[C@]2(C)C(=O)N[C@H](C)C(=O)N12 | -2.6%
CN(c1ccccc1)S(=O)(=O)c1ccc(C(=O)NCc2ccccc2F)cc1 | 8.6%
O=C1CCC(C(=O)OCc2nnc(-c3ccc(Br)cc3)o2)=NN1 | -0.4%
CCOc1ccccc1N1CC(C(=O)N(CC)C2CCS(=O)(=O)C2)CC1=O (configuration not stated) | -18.7%
COc1cc(CC(=O)N(CC(C)C)C2CCS(=O)(=O)C2)cc(OC)c1OC (configuration not stated) | -3.1%

# New compounds follow.
SMILES | L3MBTL1 block
CC(C)CCN1CCN(Cc2cc3ccccc3[nH]2)CC1CCO (configuration not stated) | 3.1%
O=S(=O)(Nc1ccc(-n2cnnn2)cc1)c1ccccc1F | 4.7%
CCN1C(=O)[C@@H]2[C@@H](c3ccc(-c4ccc(C(C)=O)cc4)cc3)N3CCC[C@@]3(C(=O)OC)[C@@H]2C1=O | -6.8%
CCCCn1c(N)c(N(CCOC)C(=O)c2cc(-c3ccc(OC)c(OC)c3)nc3ccccc23)c(=O)[nH]c1=O | 2.4%
COc1cccc(NC(=O)Nc2cc(C)on2)c1 | 5.5%
O=C(CN1C(=O)NC2(CCCC2)C1=O)NCc1ccco1 | 0.0%
COc1cccc(N2CCN(CC(=O)NC(C)c3ccccc3)CC2)c1 (configuration not stated) | -5.5%
CC(O)CNc1nc2c(c(=O)n(Cc3ccc(Br)cc3)c(=O)n2C)n1C (configuration not stated) | 4.6%
O=C(CCNC(=O)c1ccc(Cl)cc1)NCc1cccc(C(F)(F)F)c1 | -2.5%
Cc1ccc(S(=O)(=O)N2C[C@@H]3[C@H]4CC[C@H](C4)[C@@H]3[C@@H](C)[C@H]2c2ccco2)cc1 | 5.3%
COc1ccc(S(=O)(=O)N2CCOC23CCN(C(=O)c2ccccc2OC)CC3)cc1 | -6.3%
COc1cc(OC)cc(C(=O)Nc2cc(C)on2)c1 | -7.0%
CCCCN(C(=O)C1CCC1)c1c(N)n(CC(C)C)c(=O)[nH]c1=O | 6.6%
O=C(CN1C(=O)NC2(CCCC2)C1=O)c1ccc(Cl)s1 | -4.7%
Cc1ccc(-c2nnn(CC(=O)N3C(C)CCCC3C)n2)cc1 (configuration not stated) | -5.9%
O=C(COC(=O)CCC(=O)N1CCOCC1)Nc1ccc(Br)cc1Br | -14.1%
C/C=C/c1ccc(OCC(=O)NNC(=O)CN(C)S(=O)(=O)c2ccc(C)cc2)c(OC)c1 | 0.5%
CC(C)(C)NC(=O)c1cccc(NC(=O)c2ccc3c(c2)C(=O)N(C(C)(C)C)C3=O)c1 | 3.1%
O=C(Nc1nc(-c2ccco2)c(-c2ccco2)s1)c1ccc(F)cc1F | 8.91µM*
COc1cc(OC)cc(C(=O)NCC(=O)NCC(c2ccco2)N2CCCCC2)c1 (configuration not stated) | -1.6%
CCCn1c(N)c(C(=O)COC(=O)c2cccc(S(=O)(=O)N3CCOCC3)c2)c(=O)[nH]c1=O | 1.0%
CCC(CO)Oc1cc(NCc2ccc(O)cc2)c2ncn(C(C)C)c2c1 (configuration not stated) | -4.9%
CC(OC(=O)Cn1cc(C(F)(F)F)ccc1=O)C(=O)NC(C)c1ccc(Cl)cc1Cl (configuration not stated) | 8.1%
COc1ccccc1NC(=O)c1ccc(NC(=O)COC(=O)c2cccnc2Cl)cc1 | -1.5%
O=C(Cn1ccc(NC(=O)OCc2ccccc2)nc1=O)NCCCn1ccnc1 | 2.4%
Nc1c(Cl)cc(-c2cn(CCC(=O)O)c(-c3ccc(Cl)nc3)n2)cc1Cl | -8.4%
CCOC(=O)C1CCCN(S(=O)(=O)c2cc3c4c(c2)CCN4C(=O)CC3)C1 (configuration not stated) | -7.1%
O=C(O)c1[nH]c2ccccc2c1C(c1ccccc1)c1c(C(=O)O)[nH]c2ccccc12 | -8.5%
O=C1CC(C(=O)N2CCN(S(=O)(=O)c3cccc(F)c3)CC2)CN1Cc1ccccc1Cl (configuration not stated) | 8.3%
Fc1ccc(OCc2nn[nH]n2)c(F)c1 | 5.2%
COc1ccc(-c2noc(=O)n2Cc2ccc(C#N)cc2)cc1 | -4.1%
CCN(C[C@H]1N[C@@](Cc2ccccc2)(C(=O)OC)[C@H]2C(=O)N(C)C(=O)[C@@H]12)C(=O)Nc1ccc(C(F)(F)F)cc1 | -0.4%
Cc1ccc(C(=O)NCC(=O)NCC(c2cccs2)N(C)C)cc1C (configuration not stated) | -0.5%
COc1ccc(-c2noc(N3CCC(C(=O)Nc4ccc(F)cc4F)CC3)n2)cc1 | 6.8%
COc1ccc(S(=O)(=O)N2CCCC2CNC(=O)C(=O)Nc2cccc(F)c2)cc1 (configuration not stated) | 29.1%
COc1ccc(CN(C)C(=O)c2cccc(S(=O)(=O)N3CCN(c4ccccc4)CC3)c2)c(OC)c1OC | -13.0%
Cc1cccc(NS(=O)(=O)c2ccc(C(=O)NCC(c3ccco3)N3CCCCC3)cc2)c1C (configuration not stated) | -5.4%
Brc1ccccc1CN1CCC(Cc2ccccc2)CC1 | 8.9%
CN(C)C(=O)CCC(=O)N1CCCCC1C(=O)Nc1ccc(Oc2ccccc2F)cc1 (configuration not stated) | -2.8%
CCc1cccc(NC(=O)CC2SC(N3CCCC3)=NC2=O)c1 (configuration not stated) | 3.2%
CC1(C)CC(NC(=O)C2CCCCC2)CC(C)(C)N1 | 9.0%
Cc1ccccc1COC(=O)CN1C(=O)NC2(CCCC2)C1=O | -4.7%
COc1ccc(C2=NOC(Cn3nc(-c4ccccc4)cc3C(=O)NCc3ccc(C)cc3)C2)cc1 (configuration not stated) | 47.1%[activator]
